Source: PubChem BioAssay (several laboratories)
NOD2 RIPK2 PPI – NOD2-RIPK2 binding disruptors in cells, primary screen, fluorescence, CHO cells, BLA complementation. CCF4 ratio. inhibition, % at 4.98 µM. actives 0.38% (n = 360,000). AID 624267, 2012; in the data active means inhibition above about 21%;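 further: 0% = vehicle only and 100% = reference blocker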
NCOA3 inh – SRC3 coactivator transcriptional activity inhibitors, primary screen, cell-based, luminescence. inhibition, % at 3.6 µM. actives 0.17% (n = 360,000). AID 588352, 2011. HEK293 GAL4-SRC3 luciferase reporter. Nuclear receptor coactivator 3 (Homo sapiens), Q9Y6Q9;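 active means inhibition above a per-campaign cutoff, the mean of all compounds plus 3 SD, cut at about 60% in these data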;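 further: 0% = DMSO-treated cells and 100% = gossypol-treated cells at 36 µM; higher means less SRC3-driven luciferase light from the GAL4 reporter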
NR2F2 inh – NR2F2 transcriptional activity inhibitors, primary screen, cell-based, luciferase reporter, HEK293T, luminescence; HEK293T NGFI-A luciferase reporter; inhibition, % at 8.6 µM; COUP transcription factor 2 (Homo sapiens), P24468; AID 686940, 2013; actives 0.7% (n = 370,000);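 active means inhibition above a per-plate cutoff, mean inhibition of test wells between control levels plus 3 SD, cut at about 38% in these data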;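 further: cells cotransfected with COUP-TFII expression vector driving the NGFI-A reporter; 0% = median of COUP-TF2 test wells and 100% = reporter-only cells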
MC4R antag cAMP – MC4R antagonists of cAMP signaling, primary screen, cell-based, TR-FRET, antagonist arm of biased-ligand search | actives 0.48% (n = 360,000) | inhibition, % at 6.5 µM | AID 540295, 2011 | MC4R-expressing cells, MTII-stimulated cAMP, LANCE TR-FRET | Melanocortin receptor 4 (Homo sapiens), P32245;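 active means inhibition above its plate's cutoff, the mean of tested wells on that plate plus 3 SD, cut at about 29% in these data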;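 further: 0% = Melanotan II alone and 100% = Melanotan II plus saturating MCL0020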
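Test system: U2OS cells stably expressing human melanocortin 4 receptor (MC4R); also added: Melanotan II challenge; compound: 6.5 µM single dose; timing: 30-min compound preincubation, 1-h Melanotan II challenge, 1-h detection, room temperature; signal: Eu-cAMP/anti-cAMP TR-FRET, emission 671 nm; repeats: one well per compound, no replicates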
MC4R ag barr – MC4R agonists recruiting beta-arrestin, primary screen, cell-based, luminescence, agonist arm of biased-ligand search. Melanocortin receptor 4 (Homo sapiens), P32245. U2OS MC4R beta-arrestin complementation; percent of melanotan II response, DMSO zero. activation, % at 8.9 µM. actives 0.98% (n = 360,000);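 active means activation above a per-plate cutoff, the mean activation of sample wells on that plate plus 3 SD, cut at about 8% in these data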
LRH-1 inv ag – LRH-1 (NR5A2) inverse agonists, primary screen, cell-based, luminescence, HEK293T, StAR-luciferase reporter; AID 602396, 2012; LRH-1 transfected, 24 h; Nuclear receptor subfamily 5 group A member 2 (Homo sapiens), O00482; inhibition, % at 3.6 µM; actives 0.13% (n = 360,000);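 active means inhibition above the mean inhibition of all tested compounds plus 3 SD, cut at about 73% in these data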;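 further: 0% = DMSO wells and 100% = reporter-only cells lacking LRH-1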
TLR9-MyD88 block – inhibitors of TLR9-MyD88 association in cells, primary screen, cell-based, CHO, BLA complementation, fluorescence; CCF4 FRET ratio; inhibition, % at 4.98 µM; Toll-like receptor 9 (Homo sapiens) + Myeloid differentiation primary response protein …; AID 504734, 2011; actives 0.21% (n = 340,000);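 active means inhibition above the mean over all tested compounds plus 3 SD, cut at about 21% in these data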;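 further: 0% = DMSO only wells and 100% = clavulanate BLA inhibitor control wells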
LMP1 NFkB inh – EBV LMP1-driven NF-kappaB luciferase reporter inhibitors, primary screen, cell-based, luminescence, single point; LMP1-induced NF-kappaB luciferase reporter cells; inhibition, % at 12.5 µM; actives 0.69% (n = 350,000); AID 504558, 2011; in the data active means inhibition above about 41%;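 further: 0% = neutral control wells and 100% = reference inhibitor control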
NCOA2 inhibitor – inhibition of GAL4-SRC2 driven luciferase reporter, primary screen, SRC2 inhibitor project, cell-based, luminescence; HEK293 GAL4-SRC2 luciferase reporter; inhibition, % at 9 µM; actives 0.17% (n = 370,000);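 active means inhibition above the mean inhibition of all tested compounds plus 3 SD, set per campaign, cut at about 52% in these data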;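 further: 0% = DMSO treated cells and 100% = cells given Gossypol at 36 µM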
NCOA1 inh – SRC1 coactivator transcriptional activity inhibitors, primary screen, cell-based, luminescence; Nuclear receptor coactivator 1 (Homo sapiens), Q15788; actives 0.12% (n = 360,000); HEK293 GAL4-SRC1 luciferase reporter; inhibition, % at 3.6 µM; AID 588354, 2011;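 active means inhibition above the campaign mean plus 3 SD, with each screening campaign given its own cutoff, cut at about 60% in these data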;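 further: 0% = DMSO treated cells and 100% = gossypol at 36 µM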
Target sequence (Q15788 whole entry, looked up, the tested form may be a part): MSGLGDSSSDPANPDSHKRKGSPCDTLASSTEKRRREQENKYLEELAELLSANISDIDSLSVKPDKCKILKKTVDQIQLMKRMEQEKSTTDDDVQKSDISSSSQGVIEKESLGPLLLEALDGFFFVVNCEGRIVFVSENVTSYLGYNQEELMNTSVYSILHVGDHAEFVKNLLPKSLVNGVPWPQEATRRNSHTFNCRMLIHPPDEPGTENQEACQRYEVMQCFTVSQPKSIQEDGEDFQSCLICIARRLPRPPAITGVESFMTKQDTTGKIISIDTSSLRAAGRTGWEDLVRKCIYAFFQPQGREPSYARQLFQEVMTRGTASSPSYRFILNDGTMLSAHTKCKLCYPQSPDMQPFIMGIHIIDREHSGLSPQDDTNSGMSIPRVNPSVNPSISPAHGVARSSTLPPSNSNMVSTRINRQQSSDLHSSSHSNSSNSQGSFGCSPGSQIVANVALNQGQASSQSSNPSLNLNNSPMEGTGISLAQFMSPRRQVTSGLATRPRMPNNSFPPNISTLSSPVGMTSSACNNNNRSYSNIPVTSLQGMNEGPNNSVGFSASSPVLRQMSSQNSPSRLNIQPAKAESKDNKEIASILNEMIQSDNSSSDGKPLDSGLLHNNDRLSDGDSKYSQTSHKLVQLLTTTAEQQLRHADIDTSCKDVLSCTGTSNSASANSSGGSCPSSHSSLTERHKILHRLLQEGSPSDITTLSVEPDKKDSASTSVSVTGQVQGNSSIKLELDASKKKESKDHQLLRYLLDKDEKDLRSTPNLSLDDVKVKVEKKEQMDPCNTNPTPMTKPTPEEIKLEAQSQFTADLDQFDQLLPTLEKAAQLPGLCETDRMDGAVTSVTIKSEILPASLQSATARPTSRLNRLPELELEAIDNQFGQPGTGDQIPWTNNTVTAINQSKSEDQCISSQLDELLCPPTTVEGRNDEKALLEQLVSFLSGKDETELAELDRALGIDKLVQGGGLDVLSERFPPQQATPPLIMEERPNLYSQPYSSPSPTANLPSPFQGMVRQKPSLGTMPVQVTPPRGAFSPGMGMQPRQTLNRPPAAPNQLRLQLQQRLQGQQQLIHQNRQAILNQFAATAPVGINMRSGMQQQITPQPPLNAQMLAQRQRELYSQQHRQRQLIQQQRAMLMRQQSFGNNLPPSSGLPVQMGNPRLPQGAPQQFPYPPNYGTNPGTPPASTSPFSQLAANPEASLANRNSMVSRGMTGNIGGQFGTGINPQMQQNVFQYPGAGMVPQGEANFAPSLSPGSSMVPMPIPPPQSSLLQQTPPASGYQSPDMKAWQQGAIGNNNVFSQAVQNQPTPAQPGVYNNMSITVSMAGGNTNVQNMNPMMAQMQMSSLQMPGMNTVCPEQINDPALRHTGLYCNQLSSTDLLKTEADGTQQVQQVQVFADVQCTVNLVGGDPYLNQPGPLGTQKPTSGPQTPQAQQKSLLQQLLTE
ABHD5 PLIN5 PPI – ABHD5-PLIN5 interaction inhibitors, primary screen, cell lysate, split luciferase complementation, luminescence; Perilipin-5 (Homo sapiens) + 1-acylglycerol-3-phosphate O-acyltransferase ABHD5 (Homo …; Split G. princeps luciferase complementation, 4 h; inhibition, % at 4 µM; actives 0.78% (n = 360,000); AID 602281, 2012;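 active means inhibition above the mean inhibition across every tested compound plus 3 SD, cut at about 22% in these data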;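 further: 0% = DMSO only wells and the 100% control is not disclosed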
* marks the source's active call; other numbers are inactive results; / = no result given. Some of the compounds tested, so the mix of outcomes need not match the whole.

SMILES	NOD2 RIPK2 PPI	NCOA3 inh	NR2F2 inh	MC4R antag cAMP	MC4R ag barr	LRH-1 inv ag	TLR9-MyD88 block	LMP1 NFkB inh	NCOA2 inhibitor	NCOA1 inh	ABHD5 PLIN5 PPI
O=C(NCCc1ccccc1F)C1CCC(=O)N(CCCN2CCCC2=O)C1 (configuration not stated)	-5	10	-17	12	-0.7	10	-7	-2	-6	5	1
CC(=O)NC(CC(=O)NC12CC3CC(CC(C3)C1)C2)c1ccccc1 (configuration not stated)	6	16	-16	13	-2.5	7	7	-22	5	-7	1
CCN1CCN(C(c2cccs2)C(C)NC(=O)c2cccc(OC)c2)CC1 (configuration not stated)	5	8	-14	2	0.5	4	-4	1	-17	-3	-8
CN1c2ccc(C=O)c3c(C=O)ccc(c23)N(C)C1(C)C	1	50	21	-8	1.1	23	0	-12	18	59	7
Cc1ccccc1NC(=O)/C=C/c1cccs1	-6	-54	-19	3	-1.6	-107	1	-18	-33	-84	-5
CC(C)n1c(=O)c2ccccc2n1Cc1cn(Cc2cccs2)nn1	-11	21	2	/	/	7	/	/	-8	5	1
CC1CCCCN1S(=O)(=O)c1cnc(Cl)c(Br)c1 (configuration not stated)	8	19	6	33*	-1.2	13	-2	3	27	14	-2
CCN(CC)C(=O)C(=O)N/N=C/c1ccc(C(=O)O)cc1	-2	-16	17	4	-0.9	8	-5	-9	-11	-10	-1
CCOc1ccc(NC(=O)c2ccc(OC)cc2)cc1	-6	-56	-35	1	0.8	-74	-5	-14	-50	-94	4
COc1ccc(/C(C)=N/OCC(=O)N=Nc2c(O)[nH]c3ccccc23)cc1	-8	-33	-9	8	14*	-3	-1	12	-11	-5	-1
O=S(=O)(CCc1nc2ccccc2o1)c1ccc(Cl)cc1	1	15	-19	1	-1.4	-6	6	2	-7	-2	2
COc1ccc(N(Cc2cc3ccccc3[nH]c2=O)C(=O)C2CCCO2)cc1 (configuration not stated)	-8	17	-1	1	-2.1	1	-4	-14	9	-7	1
COc1cc(OC)cc(-n2nnnc2SCC(=O)N2CCCc3ccccc32)c1	-8	0	-9	6	2.8	14	-5	-8	-32	-6	-10
CCC(C)[C@H](NC(=O)NCc1ccccc1Cl)C(=O)O (some centres not stated)	-2	15	15	4	-2.3	-25	1	-21	-6	-22	3
CC1=C(C(=O)N2CCOCC2)CC(CC(=O)NCCc2ccccn2)C(=O)N1Cc1ccc(C(C)(C)C)cc1 (configuration not stated)	-4	-1	-23	12	-1.8	1	-16	-1	-24	0	-2
O=C(Nc1ccc(S(=O)(=O)Nc2ncccn2)cc1)c1ccco1	2	3	-7	9	-0.6	7	0	-1	-29	6	-2
CNC(=S)NCCC(c1ccccc1)c1ccccc1	-8	-1	15	13	-0.1	-5	-8	8	4	-1	-5
CCn1cnc2sc(C(=O)N3CCN(c4ccc(OC)cc4)CC3)c(C)c2c1=O	-6	-46	-2	-1	0.1	-21	-3	2	-17	-14	-4
Cc1cc(N2CCN(C)CC2)nc2ccc(NC(=O)CCC3CCCC3)cc12	-11	-2	0	-2	-1.8	-10	-8	-1	15	-3	5
O=C(NC(=S)N1CCN(C(c2ccccc2)c2ccccc2)CC1)c1ccc(S(=O)(=O)N2CCOCC2)cc1	0	15	16	18	-2.4	-12	4	6	-1	0	-2
Cc1cc(C)n(-c2ccc(C(=O)Nc3sccc3C(N)=O)cc2)n1	-6	-66	-24	8	-1.1	-194	4	-21	-91	-100	0
CCc1sc(C(C2C(=O)CC(C)(C)CC2=O)C2C(=O)CC(C)(C)CC2=O)cc1[N+](=O)[O-]	-1	-1	14	8	0.8	-10	0	12	-4	-9	52*
Cc1ccc(OCC(=O)NCCNC(=O)c2ccc(C)nc2)cc1	4	-3	-6	-3	-0.2	13	-8	5	-28	-8	1
Cc1ccc2nc(-c3ccncc3)cc(C(=O)Nc3ccncc3)c2c1	-6	-5	-24	4	11*	13	1	-7	-19	-53	2
O=C(NCCc1cn2ccccc2n1)c1ccc(Br)o1	4	13	-1	8	1.5	-8	2	-16	-4	7	11
C#CCOCCOCCOCCNc1nc(N2CCN(C(=O)[C@H]([C@@H](C)CC)n3cc([C@@H](N)CO)nn3)CC2)nc(N2CCN(C(=O)[C@H]([C@@H](C)CC)n3cc([C@@H](N)CC(C)C)nn3)CC2)n1	-5	-8	/	-1	0.1	-11	-1	9	/	-3	-2
CCOc1ccc(CN(C)CC(=O)Nc2cccc3ccccc23)cc1OC	1	-4	3	5	-2.6	4	6	4	5	0	-2
Cc1cc(NC(=O)NC(=O)c2ccc(F)cc2F)n[nH]1	5	-50	-28	3	-1.8	-120	-7	30	-19	-107	1
CCOC(=O)c1c(NC(=O)CSc2nnc(-c3c[nH]c4ccccc34)n2CCOC)sc2c1CCCC2	-3	-14	-10	14	0.9	-17	3	12	-7	-2	-3
COc1ccc(C(=O)NNC(=O)CCc2nc3ccccc3c(=O)[nH]2)cc1	5	-38	12	15	1.4	-2	-10	-1	-14	-20	-9
O=C(COc1ccc(Cl)cc1Cl)NC(=O)c1ccccc1	-5	11	8	-8	10*	-6	0	-14	-13	5	4
Cc1ccc(C(=O)CNc2ccc(C)c(Cl)c2)cc1	-42	-29	-1	-2	1.6	-2	1	-26	-35	-10	15
Cc1cc(C(=O)N/N=C2\CC(=O)CC(C)(C)C2)n[nH]1	-10	-1	-9	14	-0.1	-1	-5	1	-2	6	-7
CCOC(=O)c1ccc(N/C=C2/CCCC(C)C2=O)cc1 (configuration not stated)	-9	-43	-17	2	-2.7	-6	-12	-33	-80	-99	-1
CCOc1ccc(NC(=O)CSc2nnc(C3CC3)n2C)cc1	-4	7	-3	-3	-3.5	8	4	1	-29	-3	-4
COc1ccccc1NC(=O)Nc1ccc2c(c1)nc(C)n2C	-18	-85	-61	0	-2.0	-69	5	0	-53	-119	4
COc1cc(Cl)c(C)cc1NC(=O)CSc1sc2c(O)cc(=O)[nH]c2c1C#N	4	0	7	15	-2.2	27	1	-6	20	-4	1
CC(=O)OC(C[N+]1(C)CCCCCC1)c1ccccc1 (configuration not stated)	-4	20	2	6	-1.6	-2	-2	1	-4	22	-7
Cc1cccc(NC(=O)c2cccnc2Cl)n1	-2	1	2	5	-2.1	-2	-3	-1	-17	-15	-9
COc1cccc(CC(=O)N2CCN(c3ccccc3[N+](=O)[O-])CC2)c1	5	10	6	-5	-4.1	-10	4	-4	-2	2	-6
CC(=O)OC1c2ccccc2C(=O)N1Cc1ccccc1Cl (configuration not stated)	-16	11	7	3	-0.9	18	9	6	14	8	5
CCOc1ccc(NC(=O)CN(C)C(=O)c2ccccc2CCc2ccccc2)cc1OCC	-7	-68	-11	17	6.5	-16	-4	8	20	-4	-6
Cc1csc(C(=O)NN)c1N(C)C	1	-16	-25	3	-0.1	-51	-7	4	-25	-63	-7
O=S(=O)(c1cccc(Cl)c1)N1CCN(S(=O)(=O)c2ccc3c(c2)OCCO3)CC1	2	13	-5	9	0.9	-10	-7	1	-10	-11	-3
O=C(O)c1ccc(CN2C[C@@H](CO)O[C@@H](n3cnc4c(NCc5ccc(F)cc5)ncnc43)C2)cc1	-6	4	5	5	-0.1	1	/	/	-1	-3	0
Cc1cccc(C(=O)NCC(C)NC(=O)c2cccc(C)c2)c1 (configuration not stated)	-1	2	6	-1	-0.5	0	-3	3	11	1	5
Cn1c(=O)c2c(SCc3ccccn3)nc(C3CC3)nc2n(C)c1=O	13	-43	-15	3	-0.4	-3	-5	-4	-4	-5	4
O=C(NC1CCCC1)C1c2ccccc2OCC(=O)N1CCCN1CCOCC1 (configuration not stated)	-8	/	-5	/	/	6	/	/	27	/	2
Cc1ccc(-n2[nH]c(C)c(C=Nc3ccc(Br)cn3)c2=O)cc1	0	18	-24	-1	-2.5	19	1	3	-8	-4	-3
Cc1ccc(-c2nnn(CC(=O)N3C(C)CCCC3C)n2)cc1 (configuration not stated)	-2	-6	1	0	-0.8	-3	5	-3	4	14	11
CC(=O)c1ccc(NC(=O)N2CCN(c3ccc(C)cc3)C(C)C2)cc1 (configuration not stated)	13	-7	-11	7	-5.4	-23	-2	2	-6	-19	6
O=C(NC1CCCCC1)C(c1ccccc1)N(C(=O)c1csnn1)C1CC1 (configuration not stated)	4	1	5	12	-0.2	-7	-10	-7	-2	12	-2
COC(=O)c1ccc2nc(C3CCCCC3)c(Cc3ccc(C)cc3)n2c1	-6	-18	-7	/	/	11	/	/	-20	-9	-1
Cc1nn(C)c(C)c1C1C(C#N)=C(N)OC2=C1C(=O)CC(C)(C)C2 (configuration not stated)	-15	2	0	0	2.5	13	10	-6	-11	16	3
COc1ccc(N(C(=O)c2csnn2)C(C(=O)NC2CCCC2)c2cccs2)cc1 (configuration not stated)	-7	-15	-13	-4	-0.7	-3	-2	4	-42	-23	11
CC1(C)CC2CC(C)(CN2S(=O)(=O)c2ccc(N)cc2)C1 (configuration not stated)	-3	4	14	-2	0.4	10	-5	2	-8	7	3
CC(=O)Nc1cccc(N/C(N)=N/c2nc(C)cc(C)n2)c1	-12	2	-11	2	0.7	28	-1	-6	5	-11	6
CC1(C)CC(=O)C2=C(C1)NC(SCC(=O)Nc1ccccc1)=C(C#N)C2c1ccco1 (configuration not stated)	-2	-16	-21	4	-1.3	-13	-2	1	-28	-12	4
CN(C)S(=O)(=O)c1ccc(C(=O)OCC(=O)NC(=O)NCc2ccccc2)cc1	1	-15	-8	4	0.2	2	4	-6	0	-3	2
O=C1NC[C@@H](CCCCN2C[C@H](Cc3ccc(O)cc3)N(CC3CCCCC3)C(=O)C2=O)N(CCc2ccccc2)C1=O	-11	/	11	/	/	0	/	/	9	/	8
